# Screens as filed in PubChem BioAssay.
# m5-HT2A agonist – agonists of mouse serotonin 5-HT2A receptor (HTR2A) | activation, % at 7.6 µM | CHO-K1 mHTR2A beta-arrestin complementation, luminescence; percent of 30 µM serotonin response | P35363 | 360,000 tested, 0.66% active;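 active = activation above a run cutoff, the mean activation of all tested compounds plus 3 SD, cut at about 14% in these data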;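 note: 0% = plate median of compound wells and 100% = 30 µM serotonin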
# Target sequence (P35363 whole entry, looked up): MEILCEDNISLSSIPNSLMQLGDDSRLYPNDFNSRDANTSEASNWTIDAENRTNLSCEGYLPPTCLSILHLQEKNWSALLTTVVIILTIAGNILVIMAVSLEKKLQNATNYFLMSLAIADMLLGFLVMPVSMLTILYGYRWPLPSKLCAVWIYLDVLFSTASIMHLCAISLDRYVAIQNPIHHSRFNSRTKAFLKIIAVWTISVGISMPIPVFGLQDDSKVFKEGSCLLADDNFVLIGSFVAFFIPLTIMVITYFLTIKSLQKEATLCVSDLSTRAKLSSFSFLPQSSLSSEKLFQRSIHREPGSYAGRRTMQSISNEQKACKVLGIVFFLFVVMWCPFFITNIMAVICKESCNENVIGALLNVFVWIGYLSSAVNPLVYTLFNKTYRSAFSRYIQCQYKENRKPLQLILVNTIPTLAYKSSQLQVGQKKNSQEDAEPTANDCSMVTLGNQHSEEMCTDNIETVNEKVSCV
# Exocytosis inh – lytic granule exocytosis inhibition | 360,000 tested, 0.66% active | AID 651702 | inhibition, % at 10 µM | TALL-104 LAMP-1 surface exposure, flow cytometry; cells stimulated with thapsigargin and PMA;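 active = inhibition above about 55%, limit read from the data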
# N-glyco inh – blocks N-linked glycosylation in D54 reporter cells. D54 ERlucT glycosylation luciferase reporter, 24 h; percent of 100 nM tunicamycin response. reporter increase, % at 12.5 µM. 360,000 tested, 0.23% active. AID 588692;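 active = mean luciferase reporter signal, scaled so untreated is 0 and the glycosylation-blocking control 100, at or above a set limit in every replicate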;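 note: luciferase carries N-glycosylation sites so blocking glycosylation raises the light; 0% = median of neutral control wells and 100% = median of 100 nM tunicamycin wells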
# MC4R antag cAMP – blocks human MC4R cAMP signaling; 360,000 tested, 0.48% active; MC4R-expressing cells, MTII-stimulated cAMP, LANCE TR-FRET; P32245; inhibition, % at 6.5 µM;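 active = inhibition above its plate's cutoff, the mean of tested wells on that plate plus 3 SD, cut at about 29% in these data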;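 note: 0% = Melanotan II alone and 100% = Melanotan II plus saturating MCL0020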
# Target sequence (P32245 whole entry, looked up): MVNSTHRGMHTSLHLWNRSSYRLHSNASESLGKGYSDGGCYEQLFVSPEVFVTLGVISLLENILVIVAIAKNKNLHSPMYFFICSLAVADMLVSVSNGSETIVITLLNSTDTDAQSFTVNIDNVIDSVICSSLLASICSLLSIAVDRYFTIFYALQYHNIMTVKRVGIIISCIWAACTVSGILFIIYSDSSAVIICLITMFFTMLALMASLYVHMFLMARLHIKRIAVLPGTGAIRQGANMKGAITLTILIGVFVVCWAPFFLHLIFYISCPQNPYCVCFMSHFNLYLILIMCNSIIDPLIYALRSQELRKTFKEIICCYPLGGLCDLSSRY
#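 System: U2OS-MC4R stable cell line; Technique: Eu-cAMP/anti-cAMP TR-FRET, emission 671 nm; Repeats: single well per compound; Also added: Melanotan II; Dosing: one concentration, 6.5 µM nominal; Schedule: 30-min compound, 1-h challenge, 1-h detection, room temperature.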
# ABCB6 inh MLPCN – human ABCB6 transporter inhibition; fluorescence ratio to DMSO, % at 10 µM; K562-ABCB6 porphyrin accumulation, flow cytometry, 1 h; stronger effect = lower value; 360,000 tested, 0.19% active; AID 602162; Q9NP58;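 active = fluorescence ratio to DMSO below 75%, the collection mean minus 3 SD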;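 note: signal is porphyrin accumulated inside mitochondria; 100% equals median channel fluorescence of DMSO control wells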
# MC4R barr agon – activates human MC4R beta-arrestin recruitment. activation, % at 8.9 µM. 360,000 tested, 0.98% active. U2OS MC4R beta-arrestin complementation, luminescence; percent of melanotan II response, DMSO zero. AID 540308;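 active = activation above a per-plate cutoff, the mean activation of sample wells on that plate plus 3 SD, cut at about 8% in these data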
# ABHD5-PLIN5 inh – inhibitors of human ABHD5-perilipin-5 interaction. 360,000 tested, 0.78% active. Split G. princeps luciferase complementation, luminescence, 4 h. inhibition, % at 4 µM. Q00G26+Q8WTS1. AID 602281;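 active = inhibition above the mean inhibition across every tested compound plus 3 SD, cut at about 22% in these data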;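 note: 0% = DMSO only wells and the 100% control is not disclosed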
# Cardio protect – myocardial damage modulation in H9c2 cells; H9c2 cardiomyocytes, H2O2 injury protection, ATPLite, 2 h; protection from H2O2 cell death, % at 20 µM; 360,000 tested, 0.63% active; AID 588492;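 active = compounds giving at least 50% protection of heart cells from peroxide-induced death in the single-dose screen, raw or plate-pattern-corrected value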;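 note: 0% = DMSO wells with peroxide and 100% = DMSO wells without peroxide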
# CaV13 FRET inh – Disruptors of the CACNA1D IQ motif to Ca2+-dependent inactivation inhibitor domain association, primary screening, Förster resonance energy transfer in intact living … | inhibition, % at 12.3 µM | HEK cells, CFP/YFP FRET ICDI-IQ, plate reader, 10 min; percent FRET-ratio fall versus neutral wells | 340,000 tested, 0.098% active | AID 743397;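 active = mean replicate inhibition of at least 30% and at least 1% of replicates passing that level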;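 note: 0% = median of the neutral control wells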
# PDI inh – PDI (human) enzyme inhibition. P07237. PDI insulin aggregation turbidity, A650, 90 min. inhibition, % at 10 µM. 350,000 tested, 0.052% active;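 active = mean inhibition across replicates of 30% or more, whatever share of single replicates reach that level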;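 note: absorbance from insulin aggregation driven by PDI reduction with DTT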
# * hit, by the source's call; . = no result given.
Compound	m5-HT2A agonist	Exocytosis inh	N-glyco inh	MC4R antag cAMP	ABCB6 inh MLPCN	MC4R barr agon	ABHD5-PLIN5 inh	Cardio protect	CaV13 FRET inh	PDI inh
CS(=O)(=O)CCSc1ncccc1C(=O)NCc1cccs1	1	-6	0	19	96	-0.7	-2	8	-1	-5
CC(C)(C)N(C=C(Cl)Cl)C(=O)NC1CCCCC1	-3	-2	2	12	101	1.2	1	6	0	1
CC1=CS(=O)(=O)CC1SC(=S)N(C)C1CCS(=O)(=O)C1 (configuration not stated)	4	-1	-1	4	100	0.8	-2	4	-5	-12
Cc1ccc(/C=N/NC(=O)CSc2nc3ccccc3s2)o1	1	1	-2	3	101	-0.8	-4	-4	-5	4
CC(=O)Nc1ccc(S(=O)(=O)NC2(C(F)(F)F)NC(=O)N(C3CCCCC3)C2=O)cc1 (configuration not stated)	-2	-4	4	9	96	-1.6	0	2	-10	3
Cc1ccc(S(=O)(=O)NCc2nnnn2-c2ccc(F)cc2)cc1	0	-2	-2	13	100	0.3	-1	-1	-16	1
COCc1ccc(CN2CCC(n3nccc3NC(=O)CCCc3ccccc3)CC2)o1	1	-1	2	12	100	-2.3	-5	2	-3	9
CC1(C(=O)Nc2ccc(F)c(Cl)c2)Cc2c(-c3cccc(C(N)=O)c3)ccnc2O1 (configuration not stated)	5	9	2	-7	95	-0.8	-4	20	-6	-8
CN(C)CCSc1nc(-c2ccccc2)nc2c1COC(C)(C)C2	11	-4	-1	-4	95	-1.0	-7	3	-4	-6
COc1ccc(NC(=S)Nc2ccc(C)c(Cl)c2)cc1OC	0	0	-1	16	99	-0.2	2	-9	-5	-3
O=C1c2sc3nc4c(c(=O)n3c2C(=O)N1c1ccccc1)CCC4	3	-5	0	5	78	4.4	2	-4	.	3
C[C@H](c1ccccc1)N1C[C@H](COCc2ccccc2)Oc2cc(N3CCC[C@@H]3CO)ccc2S1(=O)=O	-4	2	.	.	96	.	4	.	-9	.
O=C(N/N=C/c1cccc(OC(=O)c2cccc(Br)c2)c1)c1ccncc1	3	-2	0	-1	93	0.6	7	15	-2	2
C=CCOC(=O)C1=C[C@@H](C2CCCCC2)C[C@@H](OCc2ccc(CO)cc2)O1	-2	-2	-2	-5	91	2.8	1	-1	-5	-1
CCNC(=S)NC1CC2CCCC(C1)N2CCc1ccccc1 (configuration not stated)	2	6	-1	3	95	-1.2	2	4	-4	5
COc1ccc(N2CCN(c3ccc(N4C(=O)COCC4=O)cc3[N+](=O)[O-])CC2)cc1	6	-4	-5	3	86	3.4	1	-3	-5	-2
CCOc1ccc(OCc2ccc(C(=O)N3N=C(C(F)F)CC3(O)C(F)F)o2)cc1 (configuration not stated)	2	-2	1	3	66*	8.2	0	-4	-8	3
Cn1c(=O)c(Cc2ccccc2)c(O)c2ccccc21	-3	0	1	6	103	-1.6	-1	-2	-9	10
O=NN(CCc1ccncc1)c1ccc(OCc2ccccc2)cc1	-7	0	-6	-8	93	0.0	-1	-24	-10	-2
CC1CN(C(c2ccco2)c2sc3ncnn3c2O)CC(C)O1 (configuration not stated)	3	2	1	5	92	-1.0	2	-1	-3	.
CCOc1ccc(OCCC(=O)OCC(=O)Nc2cc(C)nn2-c2ccccc2)cc1	4	4	0	-2	85	-2.8	-5	0	-6	-6
COc1cc(OC)cc(C(=O)NCC(=O)OCC(=O)NCc2ccco2)c1	-3	-7	0	8	96	-0.7	14	0	-5	-6
CC[C@@]1(O)C(=O)OCc2c1cc1n(c2=O)Cc2cc3c(N)cccc3nc2-1	14	-1	-14	-21	100	-2.1	-7	2	-11	-1
CN(C)S(=O)(=O)c1ccc(N2CCCC2)c(C(=O)NNC(=O)COc2cccc(F)c2)c1	0	0	0	1	95	-0.8	7	1	-16	-1
O=C(c1ccc(Cl)cc1)c1oc2ccccc2c1CS(=O)(=O)c1ccccc1	9	8	-5	1	102	4.6	-3	-1	-6	0
Cc1ccccc1OCC(=O)N/N=C1\SCC(=O)N1Cc1ccccc1	1	0	0	26	97	-3.1	0	0	-4	12
Cc1ccc(NC(=O)C2CCCN(S(=O)(=O)c3cccnc3)C2)cc1C (configuration not stated)	2	2	4	7	98	1.0	-3	-2	-3	-3
S=C1NC2(CCCC2)Nc2ccccc21	10	-1	0	4	98	-1.3	5	3	-7	1
COc1cc(NC(=O)CSCc2ccc(Cl)cc2)c(C(=O)O)cc1OC	5	-8	2	6	102	-1.7	-8	-1	-17	-5
CCOc1cc(/C=N/O)ccc1OCc1ccc(C)cc1	6	0	4	-13	99	-0.1	-8	-1	-5	-2
COC(=O)[C@@]12CCCCN1[C@H](c1ccc(-c3ccc(F)cc3)cc1)[C@@H]1C(=O)N(C)C(=O)[C@@H]12	2	-2	-3	5	92	-0.2	-1	-11	-11	-5
CCOc1ccc(-c2csc(/C(C#N)=C\c3ccc(O)c([N+](=O)[O-])c3)n2)cc1	-1	32	-2	10	100	-1.7	-5	-8	-4	-6
CC(C)C(=O)Nc1cccc(N2CCN(CCCN3C(=O)C4CCCCN4C3=O)CC2)c1 (configuration not stated)	-4	-9	1	0	103	-1.3	2	1	-3	-3
CN1CCN(/N=C/c2ccc(N(C)c3ccccc3)cc2)CC1	-5	-4	-1	13	89	1.1	2	2	3	-1
Cc1cc2c(=O)n(CC(=O)NCC(=O)Nc3ccc(C(C)C)cc3)cnc2s1	4	0	1	4	100	2.5	0	-2	-3	1
Cc1cc(=O)[nH]c2c(N=Nc3ccc(O)cc3)c(N)nn12	2	2	1	-36	103	-2.5	4	2	9	8
O=C(Nc1cccc(-c2nc3ncccc3o2)c1)c1ccccc1	-5	-4	3	12	98	-4.5	-1	27	-4	-1
COc1ccc(NC(=O)CCCC(=O)c2ccccc2)cc1	0	-1	3	1	104	-1.2	-9	-6	-5	-5
COc1ccc(CNC(=O)Cn2nc([N+](=O)[O-])c(Br)c2C)cc1OC	-5	10	2	27	96	-0.1	-2	8	-4	5
COc1ccc(-c2oc3ccc(N4CCOCC4)cc3c2/C=C/c2ccc(OC)c(OC)c2)cc1	1	26	0	21	95	-0.1	12	0	-5	-2
COc1ccc(CN2CCN(C3CCSCC3)CC2CCO)c(C)c1C (configuration not stated)	-6	7	-1	4	101	0.6	-2	-6	-7	1
CCC(CC)NC(=O)COC(=O)c1cc(SC)ccc1Cl	4	4	2	0	101	0.4	4	8	-4	6
Cc1ccnc(NC(=S)NC(=O)/C=C/c2ccc(Cl)cc2)c1	3	5	1	15	102	-0.4	-3	14	-20	-12
C=C1c2ccccc2NC(=O)N1c1ccc(C)cc1	-4	-1	0	0	93	-0.6	-10	9	-6	8
Cc1ccc(C(=O)NCCc2n[nH]c(=S)n2C)cc1	2	12	1	-9	96	-1.0	0	5	-6	-1
COCCNC(=O)Cn1c(=O)n(Cc2ccc(C(=O)NCc3ccco3)cc2)c(=O)c2ccccc21	-2	-5	1	18	98	-1.6	-5	-4	-6	3
Cc1ccc(C(=O)NCCSc2ccc(Cl)cc2)cc1S(=O)(=O)Nc1ccccc1	-6	21	-6	13	99	0.0	2	-24	-8	1
COCCn1c(SCc2csc(-c3ccccc3)n2)nc2ccccc21	0	-2	-2	-3	98	0.5	-7	-14	-5	4
O=C(N[C@@H](Cc1ccccc1)C(=O)N1CCN(S(=O)(=O)c2ccccc2F)CC1)c1ccco1	3	1	-2	12	93	-1.1	9	1	-6	5
O=C(COc1ccc2ccccc2c1Br)Nc1ccncc1	11	-10	9	-3	99	-0.6	-2	-23	-10	0
O=C(O)CC1c2ccccc2CCN1S(=O)(=O)c1cccs1 (configuration not stated)	0	4	1	0	94	-1.6	-2	2	-18	5
O=S(=O)(Nc1cccc(-c2cn3cccnc3n2)c1)c1ccccc1	7	0	0	10	99	1.8	4	12	-3	-2

# As a working copy, part of the list above.
Compound	m5-HT2A agonist	Exocytosis inh	N-glyco inh	MC4R antag cAMP	ABCB6 inh MLPCN	MC4R barr agon	ABHD5-PLIN5 inh	Cardio protect	CaV13 FRET inh	PDI inh
Cc1cc2c(=O)n(CC(=O)NCC(=O)Nc3ccc(C(C)C)cc3)cnc2s1	4	0	1	4	100	2.5	0	-2	-3	1
Cc1cc(=O)[nH]c2c(N=Nc3ccc(O)cc3)c(N)nn12	2	2	1	-36	103	-2.5	4	2	9	8
O=C(Nc1cccc(-c2nc3ncccc3o2)c1)c1ccccc1	-5	-4	3	12	98	-4.5	-1	27	-4	-1
COc1ccc(NC(=O)CCCC(=O)c2ccccc2)cc1	0	-1	3	1	104	-1.2	-9	-6	-5	-5
COc1ccc(CNC(=O)Cn2nc([N+](=O)[O-])c(Br)c2C)cc1OC	-5	10	2	27	96	-0.1	-2	8	-4	5
COc1ccc(-c2oc3ccc(N4CCOCC4)cc3c2/C=C/c2ccc(OC)c(OC)c2)cc1	1	26	0	21	95	-0.1	12	0	-5	-2
COc1ccc(CN2CCN(C3CCSCC3)CC2CCO)c(C)c1C (configuration not stated)	-6	7	-1	4	101	0.6	-2	-6	-7	1
CCC(CC)NC(=O)COC(=O)c1cc(SC)ccc1Cl	4	4	2	0	101	0.4	4	8	-4	6
Cc1ccnc(NC(=S)NC(=O)/C=C/c2ccc(Cl)cc2)c1	3	5	1	15	102	-0.4	-3	14	-20	-12
C=C1c2ccccc2NC(=O)N1c1ccc(C)cc1	-4	-1	0	0	93	-0.6	-10	9	-6	8
Cc1ccc(C(=O)NCCc2n[nH]c(=S)n2C)cc1	2	12	1	-9	96	-1.0	0	5	-6	-1
COCCNC(=O)Cn1c(=O)n(Cc2ccc(C(=O)NCc3ccco3)cc2)c(=O)c2ccccc21	-2	-5	1	18	98	-1.6	-5	-4	-6	3
Cc1ccc(C(=O)NCCSc2ccc(Cl)cc2)cc1S(=O)(=O)Nc1ccccc1	-6	21	-6	13	99	0.0	2	-24	-8	1
COCCn1c(SCc2csc(-c3ccccc3)n2)nc2ccccc21	0	-2	-2	-3	98	0.5	-7	-14	-5	4
O=C(N[C@@H](Cc1ccccc1)C(=O)N1CCN(S(=O)(=O)c2ccccc2F)CC1)c1ccco1	3	1	-2	12	93	-1.1	9	1	-6	5
